Pf growth 48h: Primary qHTS for delayed death inhibitors of the malarial parasite plastid, 48 hour incubation; AID 504832, 2011; hit rate 5.9% among 310,000; Potency, µM (series often up to 28.7 µM), without a hit: at the top dose activity change, negative = inhibition, most hits filed as inhibitors; P. falciparum luciferase growth in erythrocytes, 48 h; also: potency is read from the fitted curve at half-maximal effect; % is scaled to controls: 0 for no effect and ±100 for the full control effect
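Compounds are pin-transferred into medium, infected erythrocytes (2% hematocrit, 0.1% parasitemia final) are added, and plates sit one parasite generation at 37 C in 5% CO2. Detection reagent is then added and luminescence measured.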
LmPK inh: qHTS Assay for Inhibitors of Leishmania Mexicana Pyruvate Kinase (LmPK); Q27686; purified LmPK, Kinase-Glo ATP luminescence, 1 h; Potency, µM (titrated, usually from 57.5 µM), inactives show top-dose activity change, negative = inhibition, most hits filed as inhibitors; hit rate 0.37% among 290,000; AID 1721, 2009; also: potency is read from the fitted curve at half-maximal effect; % is scaled to controls: 0 for no effect and ±100 for the full control effect
Target sequence (Q27686 whole entry, looked up): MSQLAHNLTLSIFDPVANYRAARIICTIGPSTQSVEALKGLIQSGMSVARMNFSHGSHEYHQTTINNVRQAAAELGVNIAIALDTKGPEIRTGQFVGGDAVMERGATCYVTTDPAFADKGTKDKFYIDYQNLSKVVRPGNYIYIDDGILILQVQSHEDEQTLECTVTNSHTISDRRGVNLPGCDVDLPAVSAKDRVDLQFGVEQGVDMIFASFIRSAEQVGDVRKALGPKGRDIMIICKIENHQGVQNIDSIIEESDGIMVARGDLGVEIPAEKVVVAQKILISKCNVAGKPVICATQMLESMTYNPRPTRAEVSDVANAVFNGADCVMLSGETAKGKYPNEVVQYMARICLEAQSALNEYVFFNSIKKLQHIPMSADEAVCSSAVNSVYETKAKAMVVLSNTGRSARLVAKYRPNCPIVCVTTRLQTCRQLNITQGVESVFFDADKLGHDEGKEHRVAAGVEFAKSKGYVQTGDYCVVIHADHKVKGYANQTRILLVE
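Purified LmPK (0.1 nM) with 0.5 mM PEP and 0.1 mM ADP in imidazole buffer pH 7.2 with MgCl2/KCl, 1 h at room temperature. ATP formed was read by luciferase luminescence and normalized to no-enzyme and uninhibited controls.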
Pf growth 96h: Primary qHTS for delayed death inhibitors of the malarial parasite plastid, 96 hour incubation; P. falciparum luciferase reporter growth, 96 h; Potency, µM (series often up to 28.7 µM), without a hit: at the top dose activity change, negative = inhibition, most hits filed as inhibitors; hit rate 6.9% among 320,000; also: potency is read from the fitted curve at half-maximal effect; % is scaled to controls: 0 for no effect and ±100 for the full control effect
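Cell-based qHTS: luciferase-tagged P. falciparum in erythrocytes (2% hematocrit, 0.05% parasitemia final) incubated with compounds for 96 hours, 37 C, 5% CO2; luciferase detection reagent then added and luminescence measured.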
Tb PYK inh: qHTS of Trypanosoma Brucei Inhibitors; Potency, µM (series often up to 76.8 µM), for inactives: at the top dose activity, negative = inhibition, hits mostly inhibitors; hit rate 0.12% among 410,000; TbPYK enzyme, Kinase-Glo Plus ATP luminescence, 45 min; also: potency is read from the fitted curve at half-maximal effect; % is scaled to controls: 0 for no effect and ±100 for the full control effect; nearly all actives have a fitted effect of over 50% in size
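Luminescence from Kinase-Glo Plus, added after a 45-minute room-temperature reaction, served as the end-point read-out. The enzyme and substrate were preincubated with compound before ADP (130 uM final) initiated turnover. Concentration-effect curves came from normalized qHTS data.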
Cycloheximide cs: Cycloheximide Counterscreen for Small Molecule Inhibitors of Shiga Toxin | cell reporter, cycloheximide protein synthesis inhibition counterscreen | max response, % | hit rate 12% among 300,000 | AID 2314, 2010; in the data active = max response mostly above about 13%, no sharp cut-off; inactive = mostly below about 14%; also: read at 38.3 µM for the half of the compounds with a filed dose; 0% is about no effect
Shiga toxin inh: A qHTS for Small Molecule Inhibitors of Shiga Toxin; Vero cells, Shiga toxin protein synthesis inhibition reporter; inhibition, % at 38.7 µM; hit rate 9.2% among 290,000; AID 2315, 2010; in the data active = inhibition mostly above about 28%, no sharp cut-off; inactive = mostly below about 43%; also: 0% is about no effect
AMA1 RON2 block: qHTS for Inhibitors of AMA1-RON; Towards Development of Antimalarial Drug Lead: Primary Screen; hit rate 0.2% among 360,000; Plasmodium falciparum AMA1 (3D7) - RON2 peptide interaction; Potency, µM (top dose mostly 58.2 µM), for the others: top-dose activity change, negative = inhibition, most hits filed as inhibitors; AlphaScreen AMA1-biotinylated RON2 peptide binding;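 also: potency is read from the fitted curve at half-maximal effect; 0% = vehicle wells and -100% = peptide control; nearly all actives have a fitted effect of over 45% in size; some results filed as inactive show a strong effect at the top dose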
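AMA1 (3D7) with his tag at 25 nM final met compounds first, then biotinylated RON2 peptide at 25 nM; detection used donor plus acceptor beads, 10 µg/mL apiece, read by AlphaScreen after 30 min at room temperature.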
* = called active by the depositor; ? = inconclusive; / = no result given; & = joins results of further samples; [ ] = another dose, or the depositor's remark. Unless noted, calls follow the shape of the dose curve; as a rule, active = well fitted curve in the direction sought with a large enough effect; inconclusive = small, poorly fitted or top-dose-only effect, or another doubt; inactive = no such curve, though single readings can be large; an effect the other way counts as inactive or inconclusive. Rows are unselected; 21% or so of the library scored in one or more.

SMILES	Pf growth 48h	LmPK inh	Pf growth 96h	Tb PYK inh	Cycloheximide cs	Shiga toxin inh	AMA1 RON2 block
Cc1cccc(N2C(=O)CCC2=O)c1	?	2.6%	-16.5%	-2.9%	-1.8	-7.1	-9.7%
CCCn1c(-c2nonc2N)nc2ccccc21	17.6%	3.8%	21.8%	-2.0%	-2.5	5.9	3.6%
Cc1c(C(=O)NCCC2=CCCCC2)cccc1[N+](=O)[O-]	40.7%[activator]	-3.8%	?	1.9%	34.6*	94.0*	5.4%
CCN(CC)C(=S)SCC(=O)Nc1nc(-c2ccccc2)c(-c2ccccc2)o1	15.4%	-2.7%	47.5%[activator]	-2.8%	-3.1	-7.7	57.3%[activator]
CC(C)=CCN1CCN(Cc2coc3ccc(C)cc3c2=O)CC1CCO (configuration not stated)	0.0%	-0.3%	-28.4%	4.0%	-1.3	-11.2	13.6%
CCOc1ccc(OCCCN(C)C)cc1	32.6%[activator]	1.9%	?	15.7%	-1.5	39.2	-17.0%
O=C1c2ccccc2C(Nc2ccc3c(c2)OCCO3)N1c1ccccn1 (configuration not stated)	9.28µM*	3.6%	31.8%[activator]	-0.7%	41.3*	70.1*	-25.3%
CCCCOc1ccc(CSC(=N)N)cc1[N+](=O)[O-]	/	-2.5%	2.33µM*	-4.2%	-3.3	-5.8	10.7%
COc1ccc(NC(=O)CC2C(=O)NC3CCCCC3N2C(=O)c2ccc(F)cc2)cc1 (configuration not stated)	-2.9%	4.5%	-0.6%	1.2%	-1.6	-4.4	-0.5%
CCCCNC(=O)C1CCN(Cc2ccc(OCc3ccccc3)c(OC)c2)CC1	72.4%[activator]	-7.6%	-19.9%	6.8%	41.7*	44.1*	4.4%
COC(=O)c1ccc(C(=O)Nc2ccc(F)cc2)cc1	66.6%[activator]	/	146.5%[activator]	-2.9%	/	/	-1.3%
CC(Cc1ccsc1)NCc1cn[nH]c1-c1ccc(F)cc1F (configuration not stated)	-16.3%	1.0%	?	2.6%	1.1	-0.7	-15.0%
COc1ccc(S(=O)(=O)NC(C)C)cc1C(=O)N1CCOCC1	6.1%	-0.6%	-6.3%	2.2%	0.9	-4.2	1.4%
O=[N+]([O-])c1ccccc1S(=O)(=O)Nc1ccc(S(=O)(=O)Nc2nccs2)cc1	15.6%	5.7%	3.6%	-10.8%	-3.8	-6.1	-14.9%
CC(Cc1c[nH]c2ccccc12)C(=O)N1CCN(c2ccccc2F)CC1 (configuration not stated)	1.4%[0.00184 µM]	-1.7%	22.7%	5.7%	-4.1	-13.8	0.1%
Cc1ccc(S(=O)(=O)CCC(=O)OCC(=O)c2c[nH]c3ccccc23)cc1	-1.0%	3.9%	-33.0%	0.9%	2.1	11.9	-6.9%
COc1cc(C2C(C(=O)c3cc4ccccc4o3)=C(O)C(=O)N2CCN2CCOCC2)ccc1OCCC(C)C (configuration not stated)	-6.8%	0.8%	?	-3.2%	-2.8	-3.6	22.2%
CCOC(=O)c1nn(-c2ccccc2)c(=O)cc1OCC(=O)Nc1cc(C)ccc1OC	-18.1%	/	30.3%[activator]	3.5%	/	/	-2.0%
CCOC(=O)c1sc2nc(CC(=O)OC)nc(NCC(=O)OC)c2c1C	?	-0.5%	0.8%	1.5%	6.8	0.9	-1.8%
CC(C)(C)n1nnnc1C(c1cccs1)N1CCCc2ccccc21 (configuration not stated)	?	1.3%	10.1%	0.4%	-2.4	-7.5	-9.6%
CCN(C(=O)c1ccc2c(=O)n3c(nc2c1)CCCCC3)c1ccccc1C	-15.5%	-7.5%	?	2.1%	-3.2	-10.4	-2.6%
CCOc1cc(CNc2ccc(S(N)(=O)=O)cc2)cc(Cl)c1OC	3.2%	1.1%	-3.0%	-9.9%	-1.6	4.0	-8.9%
Cc1sc2nc(C(C)C)nc(SCC(=O)N3CCOCC3)c2c1C	-1.7%	-1.2%	5.5%	-2.7%	-3.8	16.2	-5.9%
CCOC(=O)Cc1csc(NC(=O)/C=C\c2ccccc2Cl)n1	31.1%[activator]	1.4%	23.8%	0.9%	22.9*	53.0*	-7.4%
Cn1c(=O)n(C)c2cc(/C=N/NC(=O)c3ccc(Cl)cc3Cl)ccc21	16.0%	0.5%	0.3%	-12.4%	7.5	3.2	-6.7%
C=CCn1c(-c2csc3c2CCC(C)C3)n[nH]c1=S (configuration not stated)	9.8%	?	-25.6%	?	3.4	-54.6	28.5%[11.6 µM]
CSCC[C@H](NC(=O)OC(C)(C)C)C(=O)N/N=C/c1cc2ccc(C)cc2nc1Cl	?	2.4%	?	-4.1%	-2.3	-11.9	3.9%
CC1=NN(c2ccccc2)C(=O)/C1=C/c1cccs1	1.5%	0.1%	-8.2%	-9.3%	-2.1	-15.1	?
O=C(COc1ncnc2sccc12)Nc1cccc(S(=O)(=O)N2CCCC2)c1	?	-3.0%	?	5.1%	-2.1	15.9	10.9%
Cc1cc(C)nc(NS(=O)(=O)c2ccc(NC(=O)c3cc4c(=O)n5cccc(C)c5nc4n3C)cc2)n1	-1.9%	-0.4%	13.6%	-3.7%	3.2	6.6	6.5%
Cc1ccc(NC(N)=S)cc1C	-3.3%	-1.1%	32.6%[activator]	-10.2%	-0.4	-8.2	-3.7%
COc1ccccc1OCCCCN1CCCCC1	42.6%[activator]	-3.8%	-14.5%	3.2%	-1.9	-3.0	6.8%
CC(C)(C)NCCOc1ccc2ccccc2c1	4.7%	-3.3%	31.8%[activator]	2.8%	4.2	-5.9	5.7%
COC(=O)c1ccccc1NC(=O)c1ccc(COc2cc(C)cc(C)c2)o1	?	2.3%	4.15µM*	0.4%&5.5%	2.5	-10.3	-5.7%
Cc1c(C(=O)OCC(=O)NCc2ccco2)oc2ccccc12	-6.8%	/	2.9%	-1.8%	/	/	-0.6%
Cc1ccc(NC(=O)CCC(=O)OCC(=O)c2ccc(Oc3ccc([N+](=O)[O-])cc3)cc2)cc1C	-5.1%	0.9%	?	-19.0%	1.5	-9.7	-13.1%
COc1ccccc1N(C)S(=O)(=O)c1ccc(C(=O)OCC(=O)N(C)c2ccccc2)cc1	-21.7%	2.8%	9.9%	2.0%	-2.5	-2.6	-1.8%
O=C(CN1C(=O)C(=O)N(C2CCCC2)C1=O)Nc1ccc([N+](=O)[O-])cc1	-29.7%	/	3.9%	-4.7%	/	/	-2.9%
C/C(=C/c1oc2ccc(O)cc2c1[N+](=O)[O-])N(C)C	/	-13.7%	14.7µM*	-17.1%	12.7	13.6	?
COc1ccc(N(CC(=O)N/N=C(\C)c2ccccc2)S(=O)(=O)c2ccccc2)cc1	15.4%	-0.9%	-24.5%	-3.5%	-6.3	-9.5	6.2%
Cc1ccc(NS(=O)(=O)c2cccc3cccnc23)c(Cl)c1	-3.2%	0.1%	-12.4%	-8.2%	6.8	3.2	17.5%
Cc1c(Cl)cccc1NC(=S)NCC(c1cccnc1)N(C)C (configuration not stated)	-4.9%	3.5%	?	-1.2%	-0.7	-2.2	-2.8%
O=C(NCc1c(Cl)cccc1Cl)c1ccc2nnsc2c1	-8.0%	1.1%	11.4%	-7.9%	6.2	1.3	-14.9%
Cc1ccc(NC(=O)CSc2ccc(-c3ccco3)nn2)c(C)c1	6.7%	-9.4%	0.4%	-7.1%	27.3	14.4	-7.7%
Cc1cc2occ(CC(=O)OCC(=O)Nc3sc4c(c3C#N)CCC(C)C4)c2cc1C (configuration not stated)	41.0%[activator]	0.5%	43.1%[activator]	0.7%	7.8	28.1	-6.2%[2.32 µM]
CC(=O)c1cccc(NC(=O)NN2CCN(C)CC2)c1	7.4%	-5.5%	6.5%	2.3%	-1.6	-12.8	-0.8%
Fc1ccc(CSc2ncnc3nc[nH]c23)cc1	6.8%	-8.2%	-2.1%	-6.2%	-0.4	13.1	56.4%[activator]
CCOc1ccc(OCc2ccc(C(=O)N3CCc4ccccc4C3)o2)cc1	6.5%	1.7%	0.0%	1.6%	18.2	29.4	-9.8%
O=C1c2ccccc2C2=Nc3ccccc3SC(c3ccc(Cl)cc3)C12 (configuration not stated)	0.522µM*	-0.1%	-24.6%	-3.7%	2.8	-6.3	?
CNc1nc(SCC(=O)Nc2ccc(Cl)c(Cl)c2)nc(N2CCOCC2)n1	23.9%	-1.0%	-0.9%	-2.3%	-0.8	-8.2	-10.7%
COc1cc(S(=O)(=O)N(Cc2ccc(C)cc2)C2CCCCC2)ccc1-n1cnnn1	5.86µM*	4.1%	/	-0.7%	8.8	-4.0	-2.0%
CCCCN(C)S(=O)(=O)c1ccc(C(=O)Nc2nnc(-c3ccco3)o2)cc1	?	7.2%[11.5 µM]	?	5.3%	-1.2	-13.4	49.5%[activator]
COc1cc(-c2cc(C(=O)N3CCCCCC3)c3ccccc3n2)cc(OC)c1OC	?	/	?	-5.4%	/	/	11.4%
CCOC(=O)C1=C(N)Oc2cc(C)oc(=O)c2C1c1cccnc1 (configuration not stated)	42.0%[activator]	0.0%	?	3.3%	-1.8	22.2	-6.2%
CC(C)(C)NS(=O)(=O)c1cnc(Cl)c(Cl)c1	0.0%	-3.9%	-0.5%	3.3%	-1.8	13.5	-1.8%
CC(C)c1cc(NCCCN2CCOCC2)n2c(nc3ccccc32)c1C#N	-21.3%	4.8%	?	/	-1.3	12.0	-1.1%
CCOc1ccc(CCNC(=O)CN2CCN(Cc3ccccc3C)C2=O)cc1OCC	?	5.4%	3.0%	5.3%	-4.3	10.6	2.1%
CC(C)(C)CC(=O)NCCCCCCNC(=O)CC(C)(C)C	-17.7%	0.7%	-17.2%	-3.1%	-2.1	18.0	10.8%
CCOCCCNC(=O)c1ccccc1SC	3.3%	0.1%	/	-12.9%	-0.9	-16.1	-21.4%
COc1cccc(C(=O)c2c(C)c(CCC#N)n3ccccc23)c1OC	-17.5%	-2.7%	4.6%	0.3%	-3.3	-3.2	4.1%
Cc1noc(C)c1CCC(=O)NC1CCCN(Cc2ccc(CC(C)C)cc2)C1 (configuration not stated)	-18.8%	-1.2%	-12.6%	0.2%	8.7	-3.8	13.8%

Assay outcomes from PubChem BioAssay.
